# Compound activity as filed in PubChem.
# RGS12 GoLoco inh: inhibitors of human Gai1-RGS12 GoLoco interaction (red fluorophore) | P63096 | Gai1:RGS12 GoLoco peptide FP, rhodamine, 10 min | Potency, µM (highest dose often 61.6 µM), for the others: at the top dose activity, negative = inhibition, hits mostly inhibitors | 230,000 compounds, 0.44% hits | AID 880; active means well fitted inhibition curve with a large enough effect, not every such curve was filed as active; inactive means no such curve, though single readings can be large or run the other way; further: nearly all actives have a fitted effect of over 30% in size; many of its hits are not listed in these tables
# Tau FP inhib: blocks human tau fibril formation measured by polarization. K18 P301L tau heparin fibrillization, Alexa594 FP, 6 h. Potency, µM (series often up to 57.7 µM), for inactives: at the highest dose activity, negative = inhibition, actives largely listed as inhibitors. AID 1468. 280,000 compounds, 0.39% hits. P10636; further: nearly all actives have a fitted effect of over 55% in size
# Target sequence (P10636 561-689 P618L limits assumed): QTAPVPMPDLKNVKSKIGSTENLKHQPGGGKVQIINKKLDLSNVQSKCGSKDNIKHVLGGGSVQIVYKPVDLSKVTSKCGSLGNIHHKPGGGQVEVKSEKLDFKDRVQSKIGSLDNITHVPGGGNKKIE
#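 Heparin (20 uM) drove fibril formation of recombinant tau K18 P301L, 15 uM unlabeled with 0.24 uM Alexa 594 label, for 6 hr at 37 C in 100 mM sodium acetate pH 7. Fluorescence polarization (555/632 nm) read 1 hr after 30 uM ThT.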
# RECQ1 inh: RECQ1 (human) helicase inhibition; RECQ1 DNA unwinding, red fluorescence kinetic read; Potency, µM (titrated, usually from 57.3 µM), for inactives: top-dose activity, negative = inhibition, actives largely listed as inhibitors; 240,000 compounds, 0.54% hits;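 further: plate controls were vehicle for no effect and no enzyme for full effect; nearly all actives have a fitted effect of over 30% in size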
#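 50 nM RECQ1T1 preincubated 15 min with compound in Tris pH 8.0 buffer with MgCl2, DTT, Tween-20 and 2.5 ug/ml poly(dI-dC); started with 200 nM TAMRA/BHQ-2 forked duplex and 2 mM ATP. Unwinding read as fluorescence (525/598 nm), two reads 2 h apart.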
# TR SRC2 fluor cs: Texas Red fluorescence interference in TRb-SRC2 counter-screen; Potency, µM (titrated, usually from 106 µM), for the others: top-dose fluorescence change, negative = quenching; TRb/SRC2 Texas Red total fluorescence interference; 280,000 compounds, 0.29% hits; AID 1479; active means well fitted curve in either direction with a large enough effect; inconclusive means small, poorly fitted or top-dose-only effect
#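 Human TRβ ligand-binding domain (0.6 uM) and Texas Red SRC2 peptide (20 nM) in Tris buffer with 1 uM T3 and 5% DMSO were incubated with pinned compound for 5 hr at ambient temperature. Total fluorescence was computed as S + 2P (555/632 nm).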
# L3MBTL1 block: blocks human L3MBTL1. Potency, µM (series often up to 57.1 µM), without a hit: at the highest dose activity, negative = inhibition, hits mostly inhibitors. Q9Y468. AlphaScreen L3MBTL1–H3K9me1 peptide binding. AID 485360. 230,000 compounds, 0.66% hits; further: nearly all actives have a fitted effect of over 60% in size
#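 L3MBTL1 (50 nM) pre-complexed 30 min with biotinylated H3(1-15)K9me1 peptide (75 nM), then compounds added for 30 min at room temperature; AlphaScreen streptavidin donor/nickel chelate acceptor beads (10 ug/mL final) read after 30 min dark incubation.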
# TRb-SRC2 inh: disrupts binding of human TR beta to SRC2; 280,000 compounds, 0.065% hits; AID 1469; P10828; TRbeta-SRC2 peptide binding, fluorescence polarization; receptor liganded with 1 µM T3; Potency, µM (doses to about 106 µM), for the others: at the top dose activity change, negative = inhibition, actives largely listed as inhibitors;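 further: plate controls were bound peptide for no effect and peptide without receptor for full effect; nearly all actives have a fitted effect of over 50% in size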
# Target sequence (P10828 whole entry, looked up): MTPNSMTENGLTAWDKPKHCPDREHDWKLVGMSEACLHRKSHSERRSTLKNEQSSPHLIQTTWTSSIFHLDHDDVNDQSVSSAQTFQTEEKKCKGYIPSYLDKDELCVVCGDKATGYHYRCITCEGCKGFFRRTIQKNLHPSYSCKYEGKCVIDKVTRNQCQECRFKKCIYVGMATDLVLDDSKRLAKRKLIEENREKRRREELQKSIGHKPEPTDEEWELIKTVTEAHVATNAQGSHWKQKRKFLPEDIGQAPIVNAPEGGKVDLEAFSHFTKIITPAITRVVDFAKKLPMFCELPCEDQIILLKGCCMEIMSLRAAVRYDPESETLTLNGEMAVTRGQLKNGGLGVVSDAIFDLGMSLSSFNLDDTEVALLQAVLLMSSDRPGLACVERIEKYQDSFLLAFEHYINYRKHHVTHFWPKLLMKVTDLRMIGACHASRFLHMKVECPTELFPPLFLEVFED
#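 Decrease in fluorescence polarization of 20 nM Texas Red SRC2 coactivator peptide flagged inhibition of its binding to 0.6 uM TRb LBD; 1 uM T3 included, incubation 5 hr, ex 555/em 632 nm.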
# Tau fibril ThT: tau fibrillization inhibition (ThT binding). P10636. 270,000 compounds, 2.1% hits. recombinant tau K18 P301L, heparin-induced fibrillization, ThT fluorescence. AID 1460. Potency, µM (top dose mostly 57.4 µM), for inactives: at the top dose activity, negative = inhibition, hits mostly inhibitors; further: nearly all actives have a fitted effect of over 55% in size
#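 Fibril formation assay: tau K18 P301L at 15 uM with trace Alexa 594 label, heparin inducer 20 uM, pH 7 sodium acetate buffer, 37 C for 6 hr; endpoint ThT signal.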
# KDM4E inh: blocks human JMJD2E demethylase activity; AID 2147; B2RXH2; JMJD2E catalytic domain, FDH-coupled NADH fluorescence (FDH is formaldehyde dehydrogenase); 230,000 compounds, 1.6% hits; Potency, µM (highest dose often 57.1 µM), for inactives: top-dose activity change, negative = inhibition, actives largely listed as inhibitors; active means well fitted inhibition curve with a large enough effect, not every such curve was filed as active; inconclusive means small, poorly fitted or top-dose-only effect, or another doubt; inactive means no such curve, though single readings can be large or run the other way;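 further: 0% = wells with enzyme and -100% = buffer wells without enzyme; nearly all actives have a fitted effect of over 50% in size; many of its hits are not listed in these tables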
# Target sequence (B2RXH2 1-337 limits assumed): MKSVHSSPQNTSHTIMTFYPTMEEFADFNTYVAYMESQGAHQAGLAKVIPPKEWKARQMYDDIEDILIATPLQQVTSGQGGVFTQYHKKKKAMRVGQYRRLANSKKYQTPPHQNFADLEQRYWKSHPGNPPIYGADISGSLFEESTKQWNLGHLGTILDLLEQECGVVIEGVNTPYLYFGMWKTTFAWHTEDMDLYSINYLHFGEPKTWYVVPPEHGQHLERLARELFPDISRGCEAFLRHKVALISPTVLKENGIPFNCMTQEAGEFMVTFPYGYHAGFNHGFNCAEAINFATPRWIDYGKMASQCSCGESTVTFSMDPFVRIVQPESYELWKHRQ
# * = called active by the depositor; i = inactive; ? = inconclusive; nt = not tested or not shown; & = joins results of further samples; [ ] = another dose, or the depositor's remark. Unless noted, the call rests on the fitted dose curve; in most records, active means well fitted curve in the direction sought with a large enough effect; inconclusive means small, poorly fitted or top-dose-only effect, or another doubt; inactive means no such curve, though single readings can be large; an effect the other way counts as inactive or inconclusive. Unless noted, on the % scale 0 is the no-effect control and ±100 the full control effect; potency means the concentration at half of the fitted maximal effect. These rows are one share of the data. The share of hits here may be higher or lower than overall.
molecule | RGS12 GoLoco inh | Tau FP inhib | RECQ1 inh | TR SRC2 fluor cs | L3MBTL1 block | TRb-SRC2 inh | Tau fibril ThT | KDM4E inh
CCCCN(CCCC)Cc1ccc(C(=O)NNC(=O)Nc2ccc(Cl)cc2)o1 | 4% | ? | -15% | -3% | nt | 0% | -9% | 1%
Cc1csc(NC(=O)c2cc3c(C)nn(Cc4ccccc4Cl)c3s2)n1 | 155%[activator] | ? | 1% | -1% | 0% | 2% | -16% | ?
CSc1ncccc1C(=O)Nc1nc2ccc(S(C)(=O)=O)cc2s1 | 3% | -10% | i | -1% | nt | -7% | 7% | -25%
CC(=O)c1ccc(-n2ccnc2)cc1 | 9% | 4% | -17% | 7% | 10% | -3% | -15% | -2%
O=C(CC1Nc2cccc3cccc(c23)NC1=O)Nc1ccc(F)cc1 (centres undefined) | 1% | 7%&-5% | -2% | -1% | -7%[2.29 µM] | 0% | ? | -3%
Clc1ccc(-c2nnsc2SCc2ccccc2)cc1 | 4% | -6% | -13% | 2% | 67%[activator] | 1% | -9% | 2%
CC(=O)Oc1cc(OC(C)=O)c2c(=O)c(-c3ccc4c(c3)OCCCO4)c(C)oc2c1 | 12% | -8% | i | -1% | 1% | -5% | ? | ?
CCOC(=O)c1[nH]c(C)c(C(=O)NCc2ccc(Cl)cc2)c1C | 10% | 1% | i | -4% | -3% | -3% | 1% | 7%
Nc1c(C(O)(C(F)(F)F)C(F)(F)F)cc(C(O)(C(F)(F)F)C(F)(F)F)c2ccccc12 | 4% | 17% | -10% | -9% | -1% | 0% | ? | ?
COc1cc(S(=O)(=O)N2CCOCC2)ccc1N | 7% | 4% | i | -1% | 7% | -4% | 0% | 12%
Cc1cn(C)c(CC(=O)N2CCN(c3cccc(C(F)(F)F)c3)CC2)c1C(=O)O | nt | -11% | nt | 6% | nt | -4% | 10% | nt
Cc1ccc2c(=O)c(C(=O)c3cccc(Cl)c3)cn(CC(=O)Nc3ccccc3C(F)(F)F)c2n1 | nt | ? | nt | -1% | nt | 6% | ? | nt
COc1ccc(CCNC(=O)CSc2nnc3ccc(-c4ccncc4)nn23)cc1 | -4% | 6% | -1% | -2% | 15% | -1% | -6% | 1%
O=Cc1cn(-c2ccccc2)nc1-c1cc2c(ccc3ccccc32)oc1=O | 8% | -4% | -4% | -4% | nt | 1% | -14% | ?
COc1ccc(/C=C/c2nc(C#N)c(NCc3ccc(C)cc3)o2)cc1OC | nt | 8% | nt | -7% | nt | 1% | ? | nt
O=C(COc1ccccc1)Nc1ccc(S(=O)(=O)N2CCOCC2)cc1 | 1% | 1% | -2% | -2% | 6% | 1% | 3% | 0%
COc1cc(C(=O)NCCc2ccc3c(c2)OCCO3)ccc1OCC(=O)N1CCOCC1 | 34%[activator] | 5% | -6% | 6% | -9% | 5% | -7% | 2%
O=C(Cc1ccc(F)cc1)N(c1ccccc1)C1C=CS(=O)(=O)C1 (centres undefined) | -8% | 4% | i | -5% | nt | 5% | -2% | -3%
CN1CC(=O)N(C)c2ncn(Cc3ccccc3)c2C1=O | -9% | -1% | -2% | 1% | 18% | 5% | -2% | -14%
Cc1ccnc(NC(=O)c2ccccc2[N+](=O)[O-])c1 | 8% | 2% | -4% | 1% | -4% | -2% | -10% | 3%
O=C1CC(c2ccco2)Cc2nc(N3CCN(Cc4ccc5c(c4)OCO5)CC3)ncc21 (centres undefined) | -14% | 5% | -13% | -7% | nt | -1% | -5% | ?
Cc1cccc(CS(=O)(=O)c2ncc(Cl)c(C(=O)Nc3nnc(C(C)C)s3)n2)c1 | nt | -18% | nt | 0% | nt | -2% | ? | nt
O=C(Cn1ncc2c1-c1ccccc1OC2)Nc1ccc(S(=O)(=O)N2CCCCC2)cc1 | 3% | ? | -21% | -3% | -5% | 5% | 1% | -3%
O=C(Cn1cnc2c(cnn2-c2ccc(F)cc2)c1=O)NCCc1ccccc1 | 2% | -12% | i | -2% | ? | 5% | -1% | -1%

# Continuation:
# Below each SMILES: RGS12 GoLoco inh	Tau FP inhib	RECQ1 inh	TR SRC2 fluor cs	L3MBTL1 block	TRb-SRC2 inh	Tau fibril ThT	KDM4E inh
Cc1cc(/C=C2\C(=N)N3N=C(c4ccco4)SC3=NC2=O)c(C)n1Cc1ccccc1
 : 17%	-7%	?	-14%	?	2%	13µM*	?
CCC(C)n1c(-c2cccs2)nc2nc3ccccc3nc21 (centres undefined)
 : 11%	4%	i	-4%	nt	-17%	-22%	?
C=CCn1c(O)c(N=NC(=O)c2cccnc2)c2cc(Br)ccc21
 : -5%	12%	-2%	-7%	26%	3%	?	-12%
COc1ccc(NC(=O)c2ccc(NC3CC(=O)N(c4ccc(C)cc4C)C3=O)cc2)cc1 (centres undefined)
 : 5%	-3%	i	0%	0%	-4%	?	-3%
C=CCn1c(=S)[nH]c2scc(-c3ccc(C)o3)c2c1=O
 : -10%	4%	-7%	-2%	5%	6%	?	8%
C=CCOn1c(C)c(C(C)=O)c2c3nonc3ccc21
 : 14%	-5%	-5%	2%	18%	-2%	-18%	?
COc1ccc(S(=O)(=O)N2CCN(C)CC2)cc1C
 : 6%	3%	-12%	-2%	nt	-4%	-2%	-10%
CCS(=O)(=O)C(=C1NCCO1)S(=O)(=O)CC
 : 6%	-8%	-5%	0%	7%	-4%	-9%	-1%
CC(C(=O)NC(=O)NCc1ccccc1)N1C(=O)c2ccccc2C1=O (centres undefined)
 : 3%	-6%	-1%	-2%	-1%	-2%	-3%	3%
CC#CCN1c2ccccc2[C@]23C[C@@H](C(=O)OC)N(C(=O)c4ccco4)C2=NC(C(=O)OC)=C(C(=O)OC)[C@H]13
 : 6%[14.2 µM]	-3%[11.6 µM]	-17%[11.5 µM]	1%[11.2 µM]	nt	5%[11.2 µM]	-3%[11.5 µM]	9%[11.4 µM]
O=C(Nc1ccc2oc(-c3cccnc3)nc2c1)c1ccc(-c2ccccc2OC(F)(F)F)o1
 : nt	?	nt	1%	nt	-5%	?	nt
CN(C(=O)CSc1nc2ccc(NC(=O)COc3ccccc3Cl)cc2s1)c1ccccc1
 : nt	-16%	nt	6%	nt	10%	0%	nt
Cn1cc(Br)c(C(=O)N2CCN(c3cccc(Cl)c3)CC2)n1
 : 0%	1%	-1%	-1%	-3%	9%	-2%	4%
COc1ccc(Cl)cc1NC(=O)C1CCCO1 (centres undefined)
 : nt	5%	-9%	1%	4%	-5%	0%	1%
C/C(=N\Nc1ccc(C(=O)O)cc1)c1ccc2c(c1)Nc1ccccc1S2
 : -2%	-10%	-3%	-5%	28µM*	-8%	3.5µM*	?
Nc1[nH]c(N=NC(=O)c2ccc(Cl)cc2)c2ccccc12
 : -2%	-7%	-8%	-2%	-4%	2%	-5%	-2%
CCS(=O)(=O)c1nc2ccccc2n1CC(=O)N1CCOCC1
 : 4%	-9%	-10%	1%	3%	-9%	-14%	2%
CCn1c(=O)c2sccc2n2c(CCC(=O)Nc3ccc(OC)cc3OC)nnc12
 : nt	0%	nt	4%	nt	3%	0%	nt
COC(=O)c1cc(=O)n(CCc2ccccc2F)c(=Nc2ccc(F)c(Cl)c2)s1
 : 8%	0%	-11%	-1%	nt	10%	-20%	-3%
Cc1ccc(-c2cccc(C(=O)NCc3ccccc3)n2)c2ccccc12
 : -4%	-7%	0%	-1%	5%	9%	-1%	1%
Cc1ccc(NC(=O)C2CCCN(C(=O)c3cnn(-c4ccc(F)cc4)c3-n3cccc3)C2)c(Cl)c1 (centres undefined)
 : nt	10%	nt	0%	nt	5%	-7%	nt
Cc1ccc(C(=O)N(Cc2ccc(N(C)C)cc2)CC2CCCO2)cc1 (centres undefined)
 : nt	0%	nt	-2%	nt	-3%	-9%	nt
COc1ccc(N2CCN(CCCNS(=O)(=O)c3c(C)noc3/C=C/N(C)C)CC2)cc1
 : 12%	5%	-4%	-5%	?	-11%	?	-3%
O=C(CSc1nc(-c2ccco2)cc(C(F)(F)F)n1)Nc1ccc(C(=O)N2CCOCC2)cc1
 : 2%	-2%	-3%	-3%	10%	1%	-1%	-15%
CSc1nsc(SCc2ccc(Cl)cc2)n1
 : -1%	-12%	-5%	0%	67%[activator]	1%	-15%	6%
Cc1cn2c(=O)c(S(=O)(=O)NC(C)c3ccccc3)c(C)nc2s1 (centres undefined)
 : nt	0%	nt	-1%	nt	-4%	4%	nt
O=C(CCC(=O)c1ccc(Cl)cc1)OCC(=O)c1ccccc1
 : 3%	-3%	-7%	1%	30%[activator]	18%	?	3%
CC(=O)c1cc(NC(=O)c2ccccc2)c(=O)oc1C
 : -10%	?	-1%	-3%	nt	-2%	28µM*	?
N#Cc1ccc(OCC(=O)n2cc(C(=O)c3cc(Cl)cc(Cl)c3O)cn2)cc1
 : 33%[activator]	1%	6%	-1%	nt	-5%	?	-9%
Cc1cc(OCc2ccc(C(=O)n3cccn3)o2)ccc1Cl
 : -1%	-1%	i	-1%	-1%	-20%	?	?

# Single records (already shown). Values in the order: RGS12 GoLoco inh | Tau FP inhib | RECQ1 inh | TR SRC2 fluor cs | L3MBTL1 block | TRb-SRC2 inh | Tau fibril ThT | KDM4E inh
# `COc1ccc(N2CCN(CCCNS(=O)(=O)c3c(C)noc3/C=C/N(C)C)CC2)cc1` is entered as 12% | 5% | -4% | -5% | ? | -11% | ? | -3%
# `CSc1nsc(SCc2ccc(Cl)cc2)n1` is entered as -1% | -12% | -5% | 0% | 67%[activator] | 1% | -15% | 6%
# `CCn1c(=O)c2sccc2n2c(CCC(=O)Nc3ccc(OC)cc3OC)nnc12` is entered as nt | 0% | nt | 4% | nt | 3% | 0% | nt
# `O=C(CCC(=O)c1ccc(Cl)cc1)OCC(=O)c1ccccc1` is entered as 3% | -3% | -7% | 1% | 30%[activator] | 18% | ? | 3%
